D2 PAM = HTS Assay for Positive Allosteric Modulators of the Human D2 Dopamine Receptor: Primary Screen for Potentiators | HEK293 T-REx D2, calcium flux, EC20 dopamine potentiation | D(2) dopamine receptor (Homo sapiens), P14416 | 0.34% of 340,000 active | potentiation, % at 10 µM;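 active = potentiation over 3 SD above the plate norm, cut at about 30% in these data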; also: 0% is about no effect
Target sequence (P14416 whole entry, looked up): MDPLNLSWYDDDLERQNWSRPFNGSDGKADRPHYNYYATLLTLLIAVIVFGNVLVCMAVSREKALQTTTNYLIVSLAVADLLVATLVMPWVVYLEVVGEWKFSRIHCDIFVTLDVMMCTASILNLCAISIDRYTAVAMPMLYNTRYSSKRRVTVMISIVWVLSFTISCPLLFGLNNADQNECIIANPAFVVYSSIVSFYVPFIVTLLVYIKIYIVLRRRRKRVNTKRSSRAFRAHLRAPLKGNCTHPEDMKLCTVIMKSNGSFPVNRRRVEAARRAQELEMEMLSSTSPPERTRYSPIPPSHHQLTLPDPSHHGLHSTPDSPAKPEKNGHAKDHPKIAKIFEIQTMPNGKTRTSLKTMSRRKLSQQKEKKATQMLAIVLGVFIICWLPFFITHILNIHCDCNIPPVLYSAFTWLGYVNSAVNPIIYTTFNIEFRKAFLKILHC
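Potentiation of an EC20 dopamine calcium response is measured in a force-coupled, tetracycline-inducible Hek293 Trex D2 line. Compound-only kinetic reads over 180 s flag agonists before dopamine addition.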
RXFP1 ag = qHTS Assay for Agonists of the Relaxin Receptor RXFP1; AID 2676, 2010; 0.3% of 370,000 active; Potency, µM (doses to about 57.5 µM), for inactives: at the highest dose activation, usual class: activators; HEK293T-RXFP1 cAMP TR-FRET, 30 min; response scale: percent of porcine relaxin response, buffer zero; Relaxin receptor 1 (Homo sapiens), Q9HBX9; active = well fitted activation curve with a large enough effect; inconclusive = small, poorly fitted or top-dose-only effect; also: potency is read from the fitted curve at half-maximal effect; % is scaled to controls: 0 for no effect and ±100 for the full control effect; nearly all actives have a fitted effect of over 60% in size; many of its hits are not listed in these tables
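Agonist response is measured as cAMP accumulation in an RXFP1-transfected HEK293T line under PDE4 inhibition. Values are scaled between buffer-only and 29 nM porcine relaxin, and EC50s come from standard Hill equation fits.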
RXFP1 antag = qHTS Assay for Antagonists of the Relaxin Receptor RXFP1 | activity change, negative = inhibition, % at 57.5 µM | HEK293-RXFP1, relaxin-stimulated cAMP HTRF, 30 min; hits give low values | 0.59% of 350,000 active;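 active = activity change of -60% or lower, but not beyond a set lower limit; inconclusive = change between -60% and -40%, or beyond the set limit; inactive = change above -40%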; also: % is scaled to controls: 0 for no effect and ±100 for the full control effect
D1 antagonist = Antagonist of Human D 1 Dopamine Receptor: qHTS; D(1A) dopamine receptor (Homo sapiens), P21728; HEK293 TREx D1 cells, calcium flux, dopamine EC80; hits give low values; activity change, negative = inhibition, % at 10 µM; 3.2% of 360,000 active; AID 504652, 2011; in the data active = activity change below about -30%; also: % is scaled to controls: 0 for no effect and ±100 for the full control effect
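Using tetracycline-induced force-coupled D1 Hek293 cells and a calcium dye, signals were followed for 180 s after compound, then for 180 s after EC80 dopamine, to detect inhibitors.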
D2 agonist = HTS Assay for Allosteric Agonists of the Human D2 Dopamine Receptor: Primary Screen for Agonists | 0.53% of 340,000 active | D(2) dopamine receptor (Homo sapiens), P14416 | HEK293 T-REx D2 cells, calcium flux agonist mode | activation, % at 2 µM;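 active = activation over 3 SD above normal in the single-dose calcium agonist read, cut at about 30% in these data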; also: 0% is about no effect
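In this primary screen, compounds producing a positive calcium signal within 180 s of addition to tetracycline-induced, force-coupled HEK293 Trex D2 cells are flagged; cells are dye-loaded with a no-wash calcium kit beforehand.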
TRHR enhancer = qHTS for Small Molecule Agonists and Allosteric Enhancers of Human TRH Receptor: Primary Screen for Enhancers. 0.66% of 360,000 active. Thyrotropin-releasing hormone receptor (Homo sapiens), P34981. TRHR cells, fluo-8 calcium fluorescence, EC20 TRH enhancement. AID 493056, 2011. enhancement, % at 2 µM; in the data active = enhancement above about 30%; also: 0% is about no effect
Target sequence (P34981 whole entry, looked up): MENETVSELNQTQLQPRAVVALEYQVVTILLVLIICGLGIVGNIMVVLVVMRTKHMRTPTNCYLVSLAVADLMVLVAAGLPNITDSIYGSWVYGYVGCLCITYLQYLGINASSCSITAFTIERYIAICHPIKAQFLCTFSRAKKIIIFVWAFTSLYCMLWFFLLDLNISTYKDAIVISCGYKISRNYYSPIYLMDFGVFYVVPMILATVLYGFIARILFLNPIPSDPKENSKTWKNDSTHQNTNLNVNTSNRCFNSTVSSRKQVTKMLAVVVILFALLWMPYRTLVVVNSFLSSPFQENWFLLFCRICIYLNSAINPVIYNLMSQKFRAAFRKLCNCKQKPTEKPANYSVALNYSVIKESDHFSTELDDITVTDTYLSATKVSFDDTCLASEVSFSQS
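Enhancer read-out: after compound pinning and an initial kinetic agonist-mode read, an EC20 of TRH (10 nM final) was injected and fluo-8 calcium signal (Ex 480/Em 530) followed at 1 s/cycle for 100 cycles in TRHR-expressing cells.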
D1 agonist = Allosteric Agonists of the Human D1 Dopamine Receptor: qHTS. D(1A) dopamine receptor (Homo sapiens), P21728. HEK293 T-REx D1 cells, calcium flux, agonist mode. activation, % at 2 µM. 1% of 360,000 active. AID 504660, 2011; in the data active = activation above about 30%; also: 0% is about no effect
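Tetracycline-induced HEK293 TREx D1 cells, force-coupled to calcium signalling, were dye-loaded with a no-wash calcium kit. Compound was pin-added after a 10 s baseline. Fluorescence was read kinetically at 1 cycle/s for 180 s, with calcium rises flagged as agonism.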
D2 antagonist = HTS Assay for Allosteric Antagonists of the Human D2 Dopamine Receptor: Primary Screen for Antagonists. HEK293 TREx D2 cells, calcium flux, dopamine EC80. AID 485344, 2010. 2% of 340,000 active. D(2) dopamine receptor (Homo sapiens), P14416. inhibition, % at 10 µM; in the data active = inhibition above about 30%; also: 0% is about no effect
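Tetracycline-induced HEK293 TREx cells expressing D2 receptor forced-coupled to calcium signalling, loaded with no-wash calcium dye. Compounds added and calcium flux read 180 s, then dopamine added at EC80 and read a further 180 s.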
D1 PAM = Potentiators of Human D1 Dopamine Receptor: qHTS; D(1A) dopamine receptor (Homo sapiens), P21728; HEK293 TREx D1 cells, calcium flux, dopamine EC20 potentiation; potentiation, % at 10 µM; 0.036% of 360,000 active; in the data active = potentiation above about 30%; also: 0% is about no effect
* hit, by the source's call; ? = inconclusive; . = no result given; & = joins results of further samples.

no.	Molecule	D2 PAM	RXFP1 ag	RXFP1 antag	D1 antagonist	D2 agonist
1	COc1cc(/C=N/NC(=S)NC2CC3C=CC2C3)cc(OC)c1OC (stereo not drawn)	7	4.0%	-20	5	0.5
2	Cc1ccc(N2CCN(C(=O)c3cn(C)c4ccc(S(=O)(=O)N5CCC(C)CC5)cc4c3=O)CC2C)cc1 (stereo not drawn)	0	4.6%	-4	6	-0.8
3	CC(=O)c1c(C)nc(-c2ccc(Cl)cc2)nc1N	-1	1.9%	0	-6	3.0
4	COc1ccc(-c2cnn3c(C)cc(C)nc23)cc1OC	1	-0.9%	-11	-5	-1.5
5	CC/C(=N\n1nnnc1Nc1ccccc1)c1ccccc1	-20	1.7%	14	-9	0.8
6	CCOc1ccc(-c2cc3c(=O)n(CC(=O)NCc4ccc(F)cc4)ccn3n2)cc1	-4	?	2	-6	-2.0
7	CCOC(=O)C1CCCN(C(=O)c2ccc3oc(Cc4ccccc4)nc3c2)C1 (stereo not drawn)	-2	0.0%	6	2	0.3
8	CCc1ccccc1NC(=O)CN(C)Cc1c(O)ccc2ccccc12	-10	0.4%	-9	34	0.2

no.	TRHR enhancer	D1 agonist	D2 antagonist	D1 PAM
1	13	2	-37	-2
2	2	3	.	-1
3	-2	2	-15	1
4	-4	0	.	2
5	-6	2	-17	-3
6	4	0	.	0
7	2	5	3	1
8	-3	5	3	7

Profiles from above. Screens in order: D2 PAM | RXFP1 ag | RXFP1 antag | D1 antagonist | D2 agonist | TRHR enhancer | D1 agonist | D2 antagonist | D1 PAM
CC/C(=N\n1nnnc1Nc1ccccc1)c1ccccc1 is listed with -20 | 1.7% | 14 | -9 | 0.8 | -6 | 2 | -17 | -3
CCOC(=O)C1CCCN(C(=O)c2ccc3oc(Cc4ccccc4)nc3c2)C1 (stereo not drawn) is listed with -2 | 0.0% | 6 | 2 | 0.3 | 2 | 5 | 3 | 1
CCOc1ccc(-c2cc3c(=O)n(CC(=O)NCc4ccc(F)cc4)ccn3n2)cc1 is listed with -4 | ? | 2 | -6 | -2.0 | 4 | 0 | . | 0
CC(=O)c1c(C)nc(-c2ccc(Cl)cc2)nc1N is listed with -1 | 1.9% | 0 | -6 | 3.0 | -2 | 2 | -15 | 1

Later entries:
no.	Molecule	D2 PAM	RXFP1 ag	RXFP1 antag	D1 antagonist	D2 agonist
9	O=C(Nc1ccccc1)N(Cc1cccc(Cl)c1)c1ccccn1	-21	1.2%	-37	-2	2.6
10	COc1cccc(CN(CC2CCCO2)C(=O)c2cc3ccccc3oc2=O)c1 (stereo not drawn)	6	0.0%	4	-24	0.8
11	COc1ccccc1N1CCN(c2cc(=O)n(Cc3ccc(F)cc3)c(=O)[nH]2)CC1	-3	2.3%	-15	-6	-0.2
12	O=C(Cn1ccn(-c2ccc(F)c(F)c2)c(=O)c1=O)NCc1ccccc1	2	17%	7	11	0.6
13	CCn1c2ccccc2c2cc(C3N=C(N)Nc4nc5ccccc5n43)ccc21 (stereo not drawn)	13	2.3%	-2	-17	-1.2
14	Cc1c(C(=O)NC2=NCCS2)cccc1[N+](=O)[O-]	.	-1.9%	-9	5	.
15	COc1ccc(N2CCN(S(=O)(=O)c3ccc(Cl)s3)CC2)cc1	-19	0.5%	-15	8	-0.1
16	COc1cc(C(=O)NC2=NCCS2)ccc1OCc1c(C)noc1C	3	0.4%	6	4	-0.5

no.	TRHR enhancer	D1 agonist	D2 antagonist	D1 PAM
9	21	10	.	-2
10	4	2	-1	-6
11	-3	2	-1	-2
12	-8	0	.	-4
13	1	3	-3	-4
14	-1	1	.	1
15	-14	-1	12	-7
16	1	1	2	-2

Other entries
no.	Molecule	D2 PAM	RXFP1 ag	RXFP1 antag	D1 antagonist	D2 agonist
17	CSc1ccccc1NC(=O)CN(c1ccccc1)S(=O)(=O)N(C)C	3	-0.3%	-4	-13	-0.7
18	O=C(NCc1ccccc1CN1CCCC1)c1cc2ccccc2o1	-12	-0.7%	3	-4	-0.9
19	COc1ccc(N2CCN(S(=O)(=O)c3cccc4nsnc34)CC2)cc1	1	-1.4%	-11	2	1.7
20	O=C(NC(=S)Nc1nc2c(ccc3ccccc32)s1)c1cccs1	-2	0.1%	-15	-4	-0.3
21	O=C(C(=O)c1ccc(O)cc1)c1ccccc1	-7	1.7%	7	6	.
22	O=C(O)CN1C(=O)COc2cc(S(=O)(=O)N3CCCC3)ccc21	-8	0.3%	3	6	1.1
23	Oc1[nH]c2ccccc2c1/C=N/c1nccs1	17	-6.5%	2	1	-0.1
24	Cc1c(/C=N/N=C2\CCC3C4CCc5cc(O)ccc5C4CCC23C)cnn1C (stereo not drawn)	-5	1.0%	-6	-2	-0.1

no.	TRHR enhancer	D1 agonist	D2 antagonist	D1 PAM
17	1	4	-2	-10
18	-8	-1	-11	-8
19	5	1	-11	-1
20	-8	1	-21	-4
21	-2	1	.	0
22	-2	2	31*	.
23	1	0	-8	1
24	-14	14	-6	-1

Next results:
no.	Molecule	D2 PAM	RXFP1 ag	RXFP1 antag	D1 antagonist	D2 agonist
25	COC(=O)c1sc2nc3c(c(-c4cccs4)c2c1N)CCCC3	3	0.1%	-20	12	16
26	COc1ccc(/C=C(\C#N)C(=O)OCC(=O)NC2CC2)cc1	1	-0.4%	20	4	0.3
27	COc1cccc(C2=CC(=O)CC(C)(C)C2)c1	8	-0.5%	.	17	-0.1
28	O=C(NCCSCc1ccco1)Nc1ccc(Cl)cc1	-22	0.6%	-10	-30*	0.0
29	COCCn1c(=N)c(C(=O)NCc2ccco2)cc2c(=O)n3cc(C)ccc3nc21	13&-7	1.0%&6.6%	-1	1&0	5.3&2.9
30	COC1CCN(C(=O)c2ccc3oc(C(C)C)nc3c2)CC1	-6	0.0%	1	-14	0.0
31	CCC(C)c1ccc(OCCn2cc(/C=N/NC(=O)CSc3nnc(C)s3)c3ccccc32)cc1 (stereo not drawn)	2	-1.6%	0	11	-0.5
32	COc1cccc(NC(=O)Cc2csc(NC(=O)Nc3ccccc3OC)n2)c1	-1	0.2%	?	2	0.4

no.	TRHR enhancer	D1 agonist	D2 antagonist	D1 PAM
25	-1	4	-5	5
26	10	5	5	0
27	0	0	-2	-2
28	-7	6	6	-6
29	5&5	9&2	-6	0&-1
30	7	1	2	0
31	4	4	-9	0
32	-4	1	-5	-4

Three entries already listed, sorted by the value under D2 antagonist, low to high:
no. | SMILES | D2 PAM | RXFP1 ag | RXFP1 antag | D1 antagonist | TRHR enhancer | D1 agonist | D2 antagonist | D1 PAM
18 | O=C(NCc1ccccc1CN1CCCC1)c1cc2ccccc2o1 | -12 | -0.7% | 3 | -4 | -8 | -1 | -11 | -8
31 | CCC(C)c1ccc(OCCn2cc(/C=N/NC(=O)CSc3nnc(C)s3)c3ccccc32)cc1 (stereo not drawn) | 2 | -1.6% | 0 | 11 | 4 | 4 | -9 | 0
8 | CCc1ccccc1NC(=O)CN(C)Cc1c(O)ccc2ccccc12 | -10 | 0.4% | -9 | 34 | -3 | 5 | 3 | 7

(continued)
no.	Molecule	D2 PAM	RXFP1 ag	RXFP1 antag	D1 antagonist	D2 agonist
33	c1ccc2[nH]c(NCCCN3CCOCC3)nc2c1	7	-0.1%	4	3	1.1
34	COc1ccc(N2C(N)=C(C#N)C(c3ccsc3)C3=C2CCCC3=O)c(OC)c1 (stereo not drawn)	8	-2.7%	-23	1	-0.1
35	CC(C)(C)c1ccc(C(=O)Nc2ccc(-c3nc4ccccc4o3)c(O)c2)cc1	-2	-1.1%	-5	6	-0.6
36	COCCNC(=S)N1CCN(c2nc3ccccc3s2)CC1	20	1.2%	0	-14	-0.6
37	COc1ccc2sc(NC(=O)CC(C)C)nc2c1	-4	0.7%	-5	-4	-0.1
38	NS(=O)(=O)c1cccc(NC(=O)c2cccnc2Oc2ccccc2)c1	.	2.9%	-12	0	.
39	COc1ccccc1NC(=O)CN1CCN(CC(=O)Nc2ccc(F)c(F)c2)CC1	-13	0.8%	.	14	0.5
40	Cc1cc(C2=NNC(=NC3CCCCC3)SC2)c(C)n1-c1c(C)n(C)n(-c2ccccc2)c1=O	15	0.7%	-8	11	-1.5

no.	TRHR enhancer	D1 agonist	D2 antagonist	D1 PAM
33	0	-1	7	-2
34	0	2	3	-3
35	5	-1	.	3
36	3	9	2	-2
37	-1	8	-2	-6
38	-1	2	.	1
39	0	0	.	-5
40	5	1	-12	0

Further records.
no.	Molecule	D2 PAM	RXFP1 ag	RXFP1 antag	D1 antagonist	D2 agonist
41	COc1ccccc1CNC(=O)CN1CCN(S(=O)(=O)c2cccs2)CC1	3	-0.4%	1	6	-1.8
42	CCN1C(=O)C(Cc2nc3ccccc3c(=O)n2-c2ccccc2)c2cc(Br)ccc21 (stereo not drawn)	4	-1.2%	-14	6	.
43	Cc1cccc(-n2c(SCC(=O)NCc3ccco3)nc3ccccc3c2=O)c1	14	1.9%	-7	10	1.3
44	CC[C@H](C)[C@@H](C(=O)NCCCCCCCCCCC(=O)N1CCN(C(=O)OC(C)(C)C)CC1)n1cc(CCCCCNC(=O)OC(C)(C)C)nn1	-6	-0.1%	.	-31*	0.9
45	CN(CC(=O)Nc1ccccc1Cl)CC(=O)Nc1sc2c(c1C(N)=O)CCC2	0	0.4%	-13	-6	0.5
46	CC(C)(C)OC(=O)COc1ccc(/C=N/NC(=O)CN2CCCCC2)cc1	1	4.6%	6	-25	0.7

no.	TRHR enhancer	D1 agonist	D2 antagonist	D1 PAM
41	-6	3	-9	-5
42	-3	1	.	-1
43	-1	0	1	0
44	-4	12	3	-9
45	-2	0	-5	-1
46	-1	15	22	1

The list is partial; count on the stated rates, not on these rows.
